# Screens from PubChem.
# DT40 TDP1 CPT = qHTS for Inhibitors of human tyrosyl-DNA phosphodiesterase 1 (TDP1): qHTS in cells in presence of CPT; chicken DT40 Tdp1-/-;hTDP1 cells + 20 nM CPT, ATP luminescence, 48 h; Potency, µM (series often up to 46.2 µM), for the others: at the top dose activity change, negative = growth inhibition, usual class: inhibitors; AID 686979, 2013; 12% of 420,000 active; also: nearly all actives have a fitted effect of over 55% in size
#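 Cell growth measured by CellTiter-Glo luminescence after a minimum 48 h, 37 C compound exposure with 20 nM CPT in Tdp1-knockout DT40 cells stably expressing hTDP1, seeded 400/well; qHTS titration format.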
# TDP1 cell noCPT = qHTS for Inhibitors of human tyrosyl-DNA phosphodiesterase 1 (TDP1): qHTS in cells in absence of CPT. DT40 Tdp1-/- hTDP1 cells, no CPT, ATP luminescence, 48 h. Potency, µM (top dose mostly 46.2 µM), without a hit: at the top dose activity change, negative = growth inhibition, actives largely listed as inhibitors. 15% of 420,000 active. AID 686978, 2013; also: nearly all actives have a fitted effect of over 55% in size
#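 Cells were dispensed at 400 per well, compounds added by pin tool, plates incubated ≥48 hr at 37 °C, then CellTiter-Glo added for 30 min at room temperature before luminescence reading. Line: DT40 Tdp1-/- complemented with hTDP1; camptothecin omitted.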
# TDP1 block = qHTS Assay for Inhibitors of Tyrosyl-DNA Phosphodiesterase (TDP1) | Tyrosyl-DNA phosphodiesterase 1 (Homo sapiens), Q9NUW8 | recombinant TDP1, AlphaScreen DNA substrate cleavage | Potency, µM (series often up to 130 µM), without a hit: at the top dose activity change, negative = inhibition, hits mostly inhibitors | 0.28% of 350,000 active | AID 485290, 2010; also: nearly all actives have a fitted effect of over 40% in size
# Target sequence (Q9NUW8 whole entry, looked up): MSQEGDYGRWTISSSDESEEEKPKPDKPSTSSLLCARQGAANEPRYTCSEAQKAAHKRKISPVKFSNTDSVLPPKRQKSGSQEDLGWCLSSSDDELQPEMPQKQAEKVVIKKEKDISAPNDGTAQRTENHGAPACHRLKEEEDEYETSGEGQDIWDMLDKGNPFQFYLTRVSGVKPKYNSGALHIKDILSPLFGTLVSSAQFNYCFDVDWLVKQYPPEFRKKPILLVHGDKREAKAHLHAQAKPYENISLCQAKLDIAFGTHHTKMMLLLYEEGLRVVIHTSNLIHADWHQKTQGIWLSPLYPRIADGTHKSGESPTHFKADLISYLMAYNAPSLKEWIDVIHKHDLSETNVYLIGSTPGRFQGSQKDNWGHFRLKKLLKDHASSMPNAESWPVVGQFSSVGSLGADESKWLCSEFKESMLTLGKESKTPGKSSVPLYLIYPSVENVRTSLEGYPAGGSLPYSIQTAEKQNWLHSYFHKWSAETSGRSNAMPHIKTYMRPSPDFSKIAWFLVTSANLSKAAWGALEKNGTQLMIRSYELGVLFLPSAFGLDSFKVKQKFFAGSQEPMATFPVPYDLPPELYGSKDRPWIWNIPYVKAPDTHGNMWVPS
#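 Steps: enzyme plus compound, 15 min RT; add biotin/phosphotyrosine-FITC oligonucleotide (15 nM final), react 5 min; add donor/acceptor beads (10 ug/ml final), 10 min; read AlphaScreen. Tdp1 at 1 nM final.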
# Active calls of the source: *; u = inconclusive; x = not tested or not shown; & = joins results of further samples; [ ] = another dose, or the depositor's remark. Calls follow the shape of the dose curve; as a rule, active = well fitted curve in the direction sought with a large enough effect; inconclusive = small, poorly fitted or top-dose-only effect, or another doubt; inactive = no such curve, though single readings can be large; an effect the other way counts as inactive or inconclusive. % is scaled to controls: 0 for no effect and ±100 for the full control effect; potency is read from the fitted curve at half-maximal effect.
SMILES,DT40 TDP1 CPT,TDP1 cell noCPT,TDP1 block
CCN(CC)CCCNC(=O)c1ccc2c(=O)n(CCc3ccccc3)c(=O)[nH]c2c1,-27%,u,-3%
O=C(CSc1nnc(NC(=O)C2CC2)s1)Nc1ccc(F)cc1F,-2%,3%,1%
COc1cc2c(cc1[N+](=O)[O-])n(C(C)C)c(=O)n2C(C)C,-26%,u,u
CCCCCCCCN1C(=O)[C@H](CC(=O)NCC23CC4CC(CC(C4)C2)C3)C[C@@]2(C(=O)OCC)CCC=C12,-88%,16µM*,x
COc1cc(NC(=O)CSc2nnc3ccc(-c4cccnc4)nn23)cc(OC)c1,-2%,6%,-6%
COc1cccc(CNC(=O)CCCCCNC(=O)N2CCn3c2nc2ccccc23)c1,16µM*,-28%,2%
COc1ccc(CCN=C(N)NS(=O)(=O)c2ccc(C)cc2)cc1,-24%,u,5%
Cc1sc(NC(=O)CN2CCN(c3ccccn3)CC2)c(C#N)c1C,-22%,-10%,6%
COc1cc(C(=O)N2C[C@H]3CC[C@H]2C3)ccc1OC1CCN(C(C)=O)CC1,9%,-4%,2%[56.1 µM]
CC1(C2CCCC2)NC(=O)NC1=O (centres undefined),3%,-4%,x
Cc1ccc(NC(=O)Cn2cc(C(=O)c3ccco3)c3ccccc32)c(C)c1,u,u,9%
CC(C)[C@H](NC(=O)c1ccccc1F)C(=O)Nc1ccc2c(c1)OCO2,10%,25%,4%
COc1ccc(OCC(=O)N2CCc3c([nH]c4ccccc34)C2c2ccccn2)cc1 (centres undefined),u,u,0%
O=C(COc1ccccc1)Nc1nnc(SCc2cc(=O)c3ccccc3[nH]2)s1,-23%,u,-3%
Cc1ccn2cc(-c3cnoc3C)nc2c1,u,u,-5%

# Just DT40 TDP1 CPT, for 4 of the compounds above:
canonical_smiles	DT40 TDP1 CPT
CCN(CC)CCCNC(=O)c1ccc2c(=O)n(CCc3ccccc3)c(=O)[nH]c2c1	-27%
O=C(CSc1nnc(NC(=O)C2CC2)s1)Nc1ccc(F)cc1F	-2%
COc1cc2c(cc1[N+](=O)[O-])n(C(C)C)c(=O)n2C(C)C	-26%
CCCCCCCCN1C(=O)[C@H](CC(=O)NCC23CC4CC(CC(C4)C2)C3)C[C@@]2(C(=O)OCC)CCC=C12	-88%

# The results go on.
SMILES,DT40 TDP1 CPT,TDP1 cell noCPT,TDP1 block
CC(CN1CCCCC1)OC(=O)CCc1ccccc1 (centres undefined),-13%,-9%,6%
O=C(c1ccc2c(c1)OCCO2)N1CCN(Cc2c(F)cccc2Cl)CC1,-14%,u,2%
COc1ccc(/C=C2/SC(=O)N(CC(=O)Nc3cc(C)on3)C2=O)cc1OC,0%,-1%,1%
Cc1c(C(=O)NCc2cccnc2)oc2ccc(S(=O)(=O)N3CCCC(C)C3)cc12 (centres undefined),u,u,5%
Cc1cc(=O)oc(C)c1C(=O)Nc1cccnc1Cl,2%,1%,-3%
COc1ccc(CCNC(=O)c2ccc(NC(=O)CC3SC(N4CCCCC4)=NC3=O)cc2)cc1 (centres undefined),-15%,u,x
COc1ccc(-c2cc(C(F)(F)F)nc(SCC(=O)NCCc3ccccc3)n2)cc1OC,u,u,3%
CN1CCN(C(=O)CN(c2cc(C(F)(F)F)ccc2Cl)S(C)(=O)=O)CC1,16%,7%,-9%
CC(C)(C)OC(=O)NCc1ccc(CNC(=O)c2nc[nH]c2C(=O)N2CCN(C(=O)OC(C)(C)C)CC2)cc1,u,18µM*,0%
CCC/C(O)=C1\C(=O)CCCC1=NCCc1c(C)[nH]c2ccccc12,-24%,u,6%
CN(Cc1ccc(Cl)c(Cl)c1)C(C(=O)NCc1ccccc1)c1ccc(C(F)(F)F)cc1 (centres undefined),u,u,x
COCCOc1ccc(C(F)(F)F)cc1NC(=O)COC(=O)c1ccc(N2CCCC2=O)cc1,u,-27%,1%
O=C(Nc1c(-c2ccc(F)cc2)nc2ccccn12)c1ccc(F)cc1,-26%,0%,x
COC(=O)COc1cccc(NC(=O)c2ccc(C)cc2)c1,-15%,-15%,0%
Cc1ccccc1NC(=O)Cc1nc(COC(=O)c2ccc(Cl)c(S(N)(=O)=O)c2)cs1,u,u,x

# Structural class, the entries above containing two or more sulfur atoms
SMILES,DT40 TDP1 CPT,TDP1 cell noCPT,TDP1 block
O=C(CSc1nnc(NC(=O)C2CC2)s1)Nc1ccc(F)cc1F,-2%,3%,1%
O=C(COc1ccccc1)Nc1nnc(SCc2cc(=O)c3ccccc3[nH]2)s1,-23%,u,-3%
Cc1ccccc1NC(=O)Cc1nc(COC(=O)c2ccc(Cl)c(S(N)(=O)=O)c2)cs1,u,u,x

# The results go on.
SMILES,DT40 TDP1 CPT,TDP1 cell noCPT,TDP1 block
O=C1CNc2ccc(C(=O)N3CCN(c4ccccn4)CC3)cc2N1,u,u,0%
COC(=O)[C@@]12C[C@@H](CC(=O)N3CCSCC3)C(=O)N(Cc3ccccc3)C1=CCC(C)(C)C2,-16%,u,x
Cc1ccccc1C(=O)N(C)[C@H]1C[C@H]2c3[nH]c4ccccc4c3CCN2C[C@H]1[C@H](C)O,u,u,x
Cc1c(C(=O)N2CCCC2)oc2c1-c1nn(CC(=O)NCc3cccc(F)c3)cc1CC2,u,u,8%
CC(=O)c1cccc(NC(=S)NCCc2ccc(Cl)cc2)c1,u,18µM*,0%
O=C1CN(C(=O)N[C@@H](Cc2ccccc2)C(=O)N[C@H](Cc2ccccc2)C(=O)O)c2ccccc2N1,9%,12%,x
CCOC(=O)NCc1ccccc1,0%,-13%,x
O=C(O)c1ccc(-c2nc(-c3ccccc3)c(-c3cccs3)[nH]2)cc1,15%,11%,2%
COc1cc(C(C)=O)ccc1OCC(=O)OCC(=O)c1cc(C)n(CC2CCCO2)c1C (centres undefined),2%,9%,2%
O=C(CSc1nc(-c2ccccc2)c(-c2ccccc2)o1)NCCCO,21%,-21%,7%
CC(C)(C)c1ccc(C(=O)Nc2ccc(S(=O)(=O)Nc3cnc4ccccc4n3)cc2)cc1,-7%,-25%,x
CCN(CC)c1ccc(NC(=O)CCCCC(=O)Nc2ccc(N(CC)CC)cc2)cc1,-17%,-2%,x
CC(=O)Oc1ccc(Cn2c(C)c(C(=O)NC3CC3)sc2=O)cc1,-26%,-21%,x
CC(CSc1nnnn1-c1ccccc1)Cn1c(N2CCN(C)CC2)nc2c1c(=O)[nH]c(=O)n2C (centres undefined),-1%,-21%,2%
COCCN(C(=O)CNC(=O)c1ccco1)C(C(=O)NC1CCCC1)c1ccc(OC)cc1 (centres undefined),2%,-2%,7%
O=C(O)c1ccc2noc(-c3ccccc3)c2c1,0%,-13%,2%
C/C(=N\NC(=O)CNc1cccc(Cl)c1C)c1cccs1,u,-16%,-6%
Cc1cccc(NS(=O)(=O)c2ccc(C(=O)NCC3CCCO3)cc2)c1C (centres undefined),-18%,-17%,2%
CC(=O)Nc1ccc(S(=O)(=O)N2CCCC2C(=O)Nc2ccc(F)cc2)cc1 (centres undefined),-3%,11%,2%
CCn1cc(C(=O)NCCc2ccc(C)cc2)c(=O)c2cc(S(=O)(=O)N3CCCCC3)ccc21,-10%,-9%,-2%
S=c1nn[nH]c2ccccc12,4%,-16%,x
O=C(CN1C(=O)NC2(CCOc3ccccc32)C1=O)NCCc1ccccc1 (centres undefined),8%,6%,1%
N#Cc1cccc(CSc2ncnc(N)n2)c1,-18%,-16%,x
CCS(=O)(=O)NCCc1csc(-c2cccnc2)n1,-26%,-7%,7%
Cc1ccc(NC(=O)CN(C)C(=O)CSc2nnc(C(F)(F)F)n2C)cc1,-2%,-8%,3%
Cc1nn(-c2nnc(C)c(=O)[nH]2)c(C)c1SCC(=O)Nc1ccc(C(C)C)cc1,-11%,u,11%
CCOC(=O)N1CCN(C(=O)CSc2nc(=O)n3ccc(C)cc3n2)CC1,u,-21%,x
CCC(=O)N(CCC1(C(C)C)CCOC(C)(C)C1)C(C)c1cccs1 (centres undefined),u,u,4%
COc1ccc(-c2nc(SCC(=O)NCc3ccco3)c(-c3ccccc3)[nH]2)cc1OC,u,u,5%
CCOC(=O)C1C(C(=O)OCC)C1(c1ccccc1)c1ccccc1 (centres undefined),u,u,2%

# Profiles, looked up by structure.
# C/C(=N\NC(=O)CNc1cccc(Cl)c1C)c1cccs1 in the list: DT40 TDP1 CPT: u; TDP1 cell noCPT: -16%; TDP1 block: -6%
# N#Cc1cccc(CSc2ncnc(N)n2)c1 in the list: DT40 TDP1 CPT: -18%; TDP1 cell noCPT: -16%; TDP1 block: x

# Next section:
SMILES,DT40 TDP1 CPT,TDP1 cell noCPT,TDP1 block
Cc1cc(C(=O)CSc2nnc(Nc3ccccc3)s2)c(C)n1CC1CCCO1 (centres undefined),12µM*,u,5%
Cc1cc(C)cc(SCc2noc(C(=O)NCCN(C)C)c2C(=O)NCCN(C)C)c1,u,15µM*,x
COc1ccc(CCNC(=O)CS(=O)Cc2nc(-c3ccccc3F)oc2C)cc1OC (centres undefined),-21%&0%,12%&-27%,5%&2%
COc1cccc(CN(C)C(=O)c2cc(-c3cccs3)nc3ccccc23)c1,21µM*,18µM*,2%
C=C(C)C1COc2cc3oc(=O)ccc3cc2O1 (centres undefined),-8%,-12%,3%
O=C(CCCn1c(=O)[nH]c2cc(Cl)ccc2c1=O)NCCCN1CCCC1=O,3%,-17%,7%
COC(=O)CCCC1=CC2=CC(=O)C(C)(OC(=O)c3cccs3)C(=O)C2=CN1CCc1c[nH]c2ccccc12 (centres undefined),-3%,-22%,-9%[21 µM]
CC(=O)NC(CC(C)C)C(=O)NC(Cc1ccccc1)C(N)=O (centres undefined),4%,-7%,3%
O=C(O)CC(Sc1n[nH]c(=S)s1)C(=O)O (centres undefined),-1%,-7%,u
O=C(c1ccccc1/S(=N/S(=O)(=O)c1ccccc1)N1CCOCC1)N1CCOCC1 (centres undefined),0%,5%,7%
Cc1cc2c(c(SCC(N)=O)n1)C(=O)OC2,u,-1%,1%
O=C(CSc1nc2ccccc2[nH]1)NC1CCCC1,-2%,-12%,45µM*
Cc1cccc(NC(=O)Cn2nc(-c3ccco3)ccc2=O)c1C,1%,10%,12%
Cc1cc2c(cc1S(=O)(=O)N1CC(C)CC(C)C1)OCC(=O)N2 (centres undefined),-4%,-5%,x
CC(=O)Nc1ccc(NC(=O)COC(=O)c2c(C)nn(-c3ccccc3)c2C)cc1,u,u,0%
c1ccc2c(OCCCCN3CCCC3)cccc2c1,u,26µM*,x
CCN(CC)c1ccc(NC(=O)Nc2cccc3ccccc23)cc1,-21%,u,x
COc1cccc(/C=N/NC(=O)CNC(=O)c2ccc(S(=O)(=O)N3CCCC3)cc2)c1OC,0%,1%,-2%
CCC1CCCCN1C(=O)/C=C/c1ccc2c(c1)OCO2 (centres undefined),9%,14%,6%
Cc1ccc(S(=O)(=O)N2CCN(C(=O)CCC(=O)NCc3cccc(C(F)(F)F)c3)CC2)cc1,u,-28%,4%
Cc1ccc2oc(-c3ccc(NC(=O)CC(C)C)cc3)nc2c1,-15%,-22%,2%
CCOC(=O)c1cccc(Nc2ccc3cc(S(=O)(=O)N4CCCCC4)ccc3n2)c1,23µM*,21µM*,-8%
O=[N+]([O-])c1ccccc1CSc1nc2ccccc2o1,0%,-14%,-3%
O=C(O)c1cc(-n2cccc2)ccc1N1CCOCC1,11%,1%,0%
COc1ccc(N2C(=O)C(CC(=O)Nc3ccc(F)cc3)N(CCC3=CCCCC3)C2=O)cc1 (centres undefined),u,16µM*,4%
CCSc1nnc(-c2ccccc2NC(=O)CC)c(=O)[nH]1,5%,2%,-2%
O/N=C/c1ccn(-c2ccc(Br)cc2)c1,-2%,-1%,9%
Cc1ccc(OCc2nc(-c3ccccn3)n[nH]2)cc1,3.3µM*,4.6µM*,9%
Cc1cc(-n2[nH]c(C)c(C)c2=O)nc(-c2ccccc2O)n1,16µM*,u,3%
CCc1cccc(C)c1NC(=O)CSc1nc(-c2ccccc2F)nc2nc[nH]c12,-17%,-12%,3%
CCN(CC)Cc1ccccc1CNC(=O)c1cccc(S(=O)(=O)Nc2ccc3c(c2)OCO3)c1,u,-19%,5%
CCOc1ccc(S(=O)(=O)Nc2cccc(C(=O)N(C)CC(=O)Nc3ccc(OC)cc3)c2)cc1,-26%,-30%,x
COCCC(=O)N1CCC(C(=O)Nc2ccc(Oc3ccccc3)nc2)CC1,u,1%,0%
